Screens from PubChem.
S3 lipid droplet – qHTS Assay for Lipid Storage Modulators in Drosophila S3 Cells | Drosophila S3 cells, BODIPY lipid droplet fluorescence, 18-24 h; cells fed with added oleic acid | lipid storage change, negative = inhibition, % at the top dose, mostly 46.1 µM; hits show Potency in µM | hit rate 0.64% among 320,000; active = well fitted inhibition curve with a large enough effect in the signal ratio, with a control signal flat, not every such curve was filed as active; inconclusive = small, poorly fitted or top-dose-only effect, or effect the other way, or a change in a side signal; the % refers to the signal ratio
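Laser-scanning cytometry quantifies lipid droplet accumulation (500–530 nm total intensity; droplet/cell object ratio) in oleic acid-fed (400 uM added) Drosophila S3 cells treated with a concentration series. 20 uM Triacsin C defined 100% inhibition.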
S3 lipid droplet cell count max – also measured in S3 lipid droplet; calls as there; cell number change, %; measured here: cell count max response;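 cells counted by Cell Tracker Red CMTPX staining in the red channel; peak over a dose series mostly up to 46.1 µM; percent activity relative to internal control wells on each plate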
Starred values were filed as active, the others as inactive; i = inactive; ? = inconclusive; . = not tested or not shown. % is set by controls: 0 for no effect and ±100 for the full control effect; potency is the fitted concentration of half-maximal effect. Some of the compounds tested, so the mix of outcomes need not match the whole.

SMILES	S3 lipid droplet	S3 lipid droplet cell count max
CCOC(=O)c1[nH]c(=O)[nH]c1CSc1nc(C)cc(C)n1	i	16
CCOc1cc(/C=N/NC(N)=O)ccc1OC(=O)c1ccc(C)cc1	i	17
O=C(NC(C(=O)N/N=C/c1c2ccccc2cc2ccccc12)c1n[nH]c(=O)c2ccccc12)c1ccccc1 (centres undefined)	-12%	-19
COc1ccc(NC(=O)c2csc(C)c2)cc1OC	?	.
CCCCc1nc(SCC(=O)Nc2cccc(Cl)c2)n[nH]1	-3%	9
CC(NC(=O)CNC(=O)[C@@H]1Cc2ccccc2CN1)c1ccccc1 (some centres undefined)	?	.
Cc1cccc(C(=O)Nc2ccc(CC(=O)O)cc2)c1	?	.
CC(C)Cn1nc(-c2ccccc2)c2ccccc2c1=O	?	.
COc1ccc(NC(=O)CN(C)C(=O)c2cc(S(=O)(=O)N3CCCCCC3)ccc2OC)cc1	i	.
CC(C)Oc1ccc(C(CC(=O)NCc2ccco2)c2ccccc2)cc1 (centres undefined)	i	.
CCOc1ccc(S(=O)(=O)NCCC(=O)NCc2ccccn2)cc1	-1%	5
CCOC(=O)c1c(NC(=O)C2CCCO2)sc(C)c1C (centres undefined)	-3%	-28
CN(C)/C=C/C(=C\C(=O)C(F)(F)F)Nc1ccc(C(F)(F)F)cc1	1%	-17
O=C1CC(c2ccco2)CC(O)=C1C=Nc1cc(Cl)ccc1Cl (centres undefined)	4%	10
Cc1ccc(C(=O)Nc2ncnc3sc4c(c23)CCCCC4)cc1	?	.
COc1ccc(NS(=O)(=O)c2cc3c4c(c2)C(C)C(=O)N4CCC3)cc1 (centres undefined)	i	20
COc1ccc2[nH]cc(CCNC(=O)c3ccc([N+](=O)[O-])cc3)c2c1	?	.
CC1CCC(NC(=O)c2nn(C)c3c2CS(=O)(=O)c2ccccc2-3)CC1 (centres undefined)	?	.
CC(O)C(O)C(O)C(O)/C=N/NC(=O)c1ccccc1 (centres undefined)	0%	-3
COc1ccc(NC(=S)NCCCN2CCCC2)cc1Cl	?	.
COc1ccc(Cl)cc1NC(=O)c1sc2nc(C)nc(N3CCOCC3)c2c1C	i	6
O=C(CNC(=O)Cc1ccc(Cl)cc1)NCC(=O)N1CCCCC1	26%	.
O=C(NC1CC(=O)N(c2ccccc2)C1)C(=O)c1c[nH]c2ccccc12 (centres undefined)	i	.
C=CCOc1ccc(/C=N/N2C(=O)C(CC(=O)Nc3ccc(F)cc3F)SC2=NC)cc1 (centres undefined)	18µM*	23*
COC(=O)c1c(NC(=O)CN2C(=O)NC3(CCCCC3C)C2=O)sc2c1CCC2 (centres undefined)	1.8µM*	2.2*
NC(CO)C(O)c1ccc([N+](=O)[O-])cc1 (centres undefined)	?	.
CCCCc1cc2c(s1)CCCC/C2=N/O	?	.
CCOC(=O)c1c(C)[nH]c(C(=O)OCc2c(C)noc2C)c1C	?	.
CCNC(=S)/N=C(/Nc1ccc(OC)cc1)Nc1nc(C)cc(C)n1	3%	13
Cc1cccc(N2CCN(C(=O)N3CCCCC3)CC2)c1C	?	.
O=C(Nc1cccc(C(F)(F)F)c1)Oc1ccccc1N1CCOCC1	?	.
O=C(CC(=O)N/N=C/c1ccccc1O)NCc1cccnc1	-1%	-4
O=C(/C=C/N1CCOCC1)c1cc2ccccc2o1	?	.
CNC(=S)NCCCc1ccccc1	7%	12
COc1cccc(-n2c(C)c(C(C)=O)c(C(C)=O)c2C)c1	-4%	4
CCOC(=O)CNc1nc(-c2ccncc2)nc2ccccc12	?	.
CCOC(=O)c1[nH]c2ccc(Br)cc2c1NC(=O)CCN1CCOCC1	0%	-8
COC(=O)c1cc(Cl)c(NC(=O)/C=C/c2ccc(OC)cc2)cc1OC	?	.
CCN(c1ccccc1)S(=O)(=O)c1cc(CN2C(=O)c3cccnc3C2=O)ccc1OC	?	.
CC1C(=O)Nc2ccccc2N1C(=O)C1CC1 (centres undefined)	?	.

Part of the list above in order of number of heavy atoms, low to high.
SMILES	S3 lipid droplet	S3 lipid droplet cell count max
NC(CO)C(O)c1ccc([N+](=O)[O-])cc1 (centres undefined)	?	.
COc1ccc(NC(=O)c2csc(C)c2)cc1OC	?	.
Cc1cccc(C(=O)Nc2ccc(CC(=O)O)cc2)c1	?	.
Cc1ccc(C(=O)Nc2ncnc3sc4c(c23)CCCCC4)cc1	?	.
CCOc1cc(/C=N/NC(N)=O)ccc1OC(=O)c1ccc(C)cc1	i	17
C=CCOc1ccc(/C=N/N2C(=O)C(CC(=O)Nc3ccc(F)cc3F)SC2=NC)cc1 (centres undefined)	18µM*	23*
O=C(NC(C(=O)N/N=C/c1c2ccccc2cc2ccccc12)c1n[nH]c(=O)c2ccccc12)c1ccccc1 (centres undefined)	-12%	-19

(continued)
SMILES	S3 lipid droplet	S3 lipid droplet cell count max
CSc1ccc(OCC(=O)Nc2ccc(N3CCOCC3)c(Cl)c2)cc1	?	.
Cc1nn(Cc2ccc(F)cc2)c(Cl)c1/C=N/NC(=O)c1cccnc1	?	.
CC1=C(C(=O)OCc2ccccc2)C(c2cccc3ccccc23)NC(=O)N1CCCC(=O)O (centres undefined)	?	.
Cc1snc(S(=O)(=O)/C(C#N)=N/Nc2cccc(C(F)(F)F)c2)c1C#N	?	.
Cc1ccc(OCCOC(=O)c2sc(=S)n(C)c2C)cc1	?	.
Cc1cc(OCCCN2CCCC2)ccc1Cl	i	.
COc1ccc(-c2cc(C(=O)N3CCN(S(=O)(=O)c4ccc(C)cc4)CC3)[nH]n2)cc1	-23%	-3
CC(C)C(=O)Nc1cccc(NC(=O)c2cccc(Br)c2)c1	-1%	-2
COc1ccc(/C(N)=N/OC(=O)Cc2ccccc2[N+](=O)[O-])cc1	?	.
CSc1ccc(S(=O)(=O)NCC(=O)OCC(=O)N(Cc2ccccc2)C(C)C)cc1[N+](=O)[O-]	14%	19
Cc1cc(C(F)F)n2ncc(C(=O)O)c2n1	0%	1
Cc1ccc(/C(N)=N/OC(=O)c2ccco2)cc1	6%	8
O=C(Oc1ccc2c3c(c(=O)oc2c1)CCC3)c1ccco1	-14%	-6
O=S1(=O)CCC(NS(=O)(=O)c2cccc3cccnc23)C1 (centres undefined)	?	.
O=C(NCC1CCCO1)c1ccc2c(=O)n(CCc3ccccc3)c(=O)[nH]c2c1 (centres undefined)	?	.
COc1cc(NC(=O)c2cccc(C)c2)ccc1NC(=O)c1cc2ccccc2o1	?	.
O=C(O)CSc1nnc(COc2ccc([N+](=O)[O-])cc2)n1-c1ccccc1	?	.
COCCCNC(=O)[C@H](Cc1c[nH]c2ccccc12)NC(=O)OCc1ccccc1	17%	22
O=C(CCN1C(=O)c2ccccc2S1(=O)=O)Nc1ccc(F)c(F)c1F	?	.
CCCCNC(=S)Nc1ccc(C(F)(F)F)cc1	?	.
COc1ccc(-c2cc(=O)c3c(OC)c(OC)c(OC)c(OC)c3o2)cc1OC	?	0
CC(=O)c1nnn(-c2nc(N)nc(N(c3ccccc3)c3ccccc3)n2)c1C	13%	.
COC(=O)c1ccccc1NC(=S)N1CCN(c2ccc(OC)cc2)CC1	3%	6
CSCc1ccc(C(=O)Nc2cccc(C)c2C)cc1	5%	-6
O=C(NCCOC(=O)c1ccc([N+](=O)[O-])cc1)c1cccnc1	-3%	4
O=C(CCNC(=O)c1ccc([N+](=O)[O-])cc1)NC1CCCCCC1	?	.
Cc1cccn2c(=O)c3cc(C(=O)NC4CCCCC4)c(=N)n(CCN4CCOCC4)c3nc12	?	.
O=C(Nc1nc2c(s1)CCCC2)c1cccs1	i	23
Cc1nc(SCC(N)=O)[nH]c(=O)c1CCC(C)C	2%	-11
COc1ccc(N2CCN(c3ccc(NC(=O)/C=C\C(=O)O)cc3)CC2)cc1	?	.
C=C(C)CSc1nc2nc(C)cc(C)n2n1	?	.
COc1ccccc1C1N(c2ccc(Cl)cc2)C(=O)C2CCCN21 (centres undefined)	-7%	7
O=C(COC(=O)c1ccc(Cl)nc1)Nc1ccc(Cl)cc1	?	.
CC1CCCC(NC(=S)NC(=O)c2ccccc2Br)C1C (centres undefined)	?	.
CC(=O)c1cccc(OCCN2C(=O)NC(C)(C)C2=O)c1	i	9
CCOc1ccc(CN(C)CC(=O)NCc2ccccc2)cc1	7%	11
COc1cc(CN2CCCCCC2)cc(OC)c1O	?	.
COc1ccc(-n2c(SCC(=O)N(C)c3ccccc3)nc3c([nH]c4ccccc43)c2=O)cc1OC	?	.
N/C(=N\OC(=O)/C=C/c1ccccc1)c1ccccn1	3%	.
CCN(CC)C(=O)CSc1nnc(CSc2ncccn2)n1C	?	.

Retrieved one by one from the entries so far (five):
SMILES	S3 lipid droplet	S3 lipid droplet cell count max
O=C(CCNC(=O)c1ccc([N+](=O)[O-])cc1)NC1CCCCCC1	?	.
Cc1cccn2c(=O)c3cc(C(=O)NC4CCCCC4)c(=N)n(CCN4CCOCC4)c3nc12	?	.
N/C(=N\OC(=O)/C=C/c1ccccc1)c1ccccn1	3%	.
COc1ccc(-n2c(SCC(=O)N(C)c3ccccc3)nc3c([nH]c4ccccc43)c2=O)cc1OC	?	.
COc1ccc(N2CCN(c3ccc(NC(=O)/C=C\C(=O)O)cc3)CC2)cc1	?	.

Next part
SMILES	S3 lipid droplet	S3 lipid droplet cell count max
Cc1nn(CC(=O)Nc2ccc3c(c2)nc(CN2CCCCC2)n3C)c(=O)c2ccccc12	i	16
COc1ccccc1NC(=O)c1sc2ncn(Cc3cccc4ccccc34)c(=O)c2c1C	?	.
Cc1cc(C)nc(N(C#N)Cc2cccc(Cl)c2)n1	4%	-1
COc1cc(/C=C2/NC(=O)NC2=O)cc(Br)c1OCc1ccccc1	17%	-21
Cc1cccc(NC(=O)Cn2c(=O)n(Cc3ccco3)c(=N)c3c4c(sc32)COC(C)(C)C4)c1	?	.
CCOP(=O)(OCC)C(Nc1ccccc1)c1ccco1 (centres undefined)	-1%	9
BrC(=C\c1ccccc1)/C=N/Nc1nc(N2CCOCC2)nc(N2CCOCC2)n1	-9%	-2
O=C(COC(=O)c1cccnc1SCC(=O)NCc1ccccc1)NCc1ccccc1	?	.
COc1ccc(OCCOc2ccc(/C=C3\C(=N)N4N=C(C)SC4=NC3=O)cc2)cc1	?	.
O=C(CCn1cncn1)N1CCCC(N2CCN(c3ccc(F)cc3)CC2)C1 (centres undefined)	?	.
Cc1ccc(NC(=O)CSc2nc(N)c3cc4c(nc3n2)CCCC4)cc1	?	.
O=C(CN1CCN(S(=O)(=O)c2ccc(Br)cc2)CC1)Nc1ccc(F)cc1F	?	.
COc1ccc(/C=C/C(=O)Oc2cccc(/C=N/NC(=O)COc3c(C)cccc3C)c2)cc1	-1%	-2
COC(=O)c1ccccc1NC(=S)N1CCN(c2ccccc2)CC1	?	.
COc1ccc(NC(=S)SC)cc1OC	?	.
CC(=O)Nc1ccc(C(=S)NCCCO)cc1	?	.
CC1(C)CC2CC(C)(CN2S(=O)(=O)c2ccc(C(=O)Nc3cccc(S(=O)(=O)N4CCOCC4)c3)cc2)C1 (centres undefined)	?	.
COCCN(CCOC)S(=O)(=O)c1ccc(C(=O)Nc2nc(C)c(C(C)=O)s2)cc1	?	.
CCn1ncc(Br)c1C(=O)Nc1sc2c(c1C(N)=O)CCC2	?	.
CCCCc1nnc(NC(=O)c2cccc(S(=O)(=O)N3CCN(C)CC3)c2)s1	?	.

Compound profiles, from the list above. Order of values: S3 lipid droplet	S3 lipid droplet cell count max
Cc1ccc(NC(=O)CSc2nc(N)c3cc4c(nc3n2)CCCC4)cc1 is listed with ?	.
COCCN(CCOC)S(=O)(=O)c1ccc(C(=O)Nc2nc(C)c(C(C)=O)s2)cc1 is listed with ?	.

New compounds follow.
SMILES	S3 lipid droplet	S3 lipid droplet cell count max
COc1ccc(Cn2nnnc2CN2CCC(c3nc4ccccc4s3)CC2)cc1	?	.
COc1ccc(CCN(Cc2cccs2)S(=O)(=O)c2ccc(C(=O)O)cc2)cc1OC	0%	-1
CN(CCNC(=O)c1cc2c(=O)n(C)c3ccccc3c2n1C)Cc1ccccc1	?	.
Cc1cc(C)c(NC(=O)COC(=O)/C=C/c2cccc(C(F)(F)F)c2)c(C)c1	?	.
Cc1onc(-c2c(Cl)cccc2Cl)c1C(O)c1ccccc1 (centres undefined)	-2%	8
CCOC(=O)c1ccc(NC(=O)Cc2cccs2)cc1	?	.
CCc1[nH]c(=O)c(C#N)c2c1CCCC2	?	.
Cc1oc2cc([N+](=O)[O-])c(O)c([N+](=O)[O-])c2c1C(=O)c1ccc(Br)cc1	?	.
COc1ccc(C(=O)NCC(c2ccco2)N2CCc3ccccc32)c(OC)c1 (centres undefined)	?	.
Cc1cc(NC(=O)c2ccc(COc3ccccc3Cl)o2)no1	-12%	.
CCOC(=O)N1CCN(C(=O)/C(=C/c2cccs2)NC(=O)c2ccc(OC)c(OC)c2)CC1	?	.
CC(=O)N1c2ccc(S(=O)(=O)NCCC(=O)NCCc3ccc(C)cc3)cc2CC1C (centres undefined)	?	.
CN1/C(=C/C=N/n2cnnc2)C(C)(C)c2ccccc21	?	.
CCc1ccc(C(=O)NNc2ccc(Cl)cc2)cc1	11%	7
NCCCC[C@@H]1NC(=O)c2cc([N+](=O)[O-])cc(I)c2SC[C@@H](C(=O)NCC(N)=O)NC(=O)CNC1=O	-10%	-14
COc1ccc(S(=O)(=O)Cc2ccc(C(=O)NCc3ccccc3)o2)cc1	?	.
CC1Cc2ccccc2N1C(=O)CSc1nnc2c(n1)[nH]c1ccc(F)cc12 (centres undefined)	-8%	-7
CN(C)CCCNc1cc(O)c2ncccc2c1	-1%	2
CN(C)S(=O)(=O)c1ccc(N2CCCC2)c(C(=O)NC2CCCCC2)c1	?	.
CC(C)Oc1ccc(Cn2c(-c3ccco3)n[nH]c2=S)cc1	-3%	-17
Cc1cc(C)nc(Sc2ccc3nnc(C(F)(F)C(F)(F)C(F)(F)F)n3n2)n1	?	.
Cc1cc(O)c(-c2cc(C(=O)NCCc3ccc(S(N)(=O)=O)cc3)[nH]n2)cc1C	?	.
